Bioassay records as filed in PubChem.
TNAP activation fold – human TNAP enzyme activators, primary screen, biochemical, luminescent, no phosphate acceptor, uHTS (AID 1001) | activation fold at 20 µM; hits with a dose series show EC50 in µM | Alkaline phosphatase, tissue-nonspecific isozyme (Homo sapiens) | 200,000 compounds, 0.03% hits | purified TNAP, luminescent activation assay, no phosphate acceptor; higher activation fold means a stronger effect; in the data active = activation fold from about 3, or a potency from the dose series; inactive = the rest, 99 in 100 with activation fold below about 1.6; also: many of its hits are not listed in these tables
RSV CPE inhibition – RSV antiviral activity via CPE protection, HEp-2 cells, primary 10 µM value included (AID 2391). CPE inhibition, % at 10 µM, or IC50 in µM where a hit was titrated. 310,000 compounds, 0.13% hits. HEp-2 cells, RSV-induced CPE inhibition; higher % means a stronger effect; in the data active = a potency from the dose series; inconclusive = CPE inhibition mostly from about 23% at the one dose, without a potency; inactive = the rest, 99 in 100 with CPE inhibition below about 21%; also: strong numbers were not always called active
human PMI inhibitors – human PMI inhibitors, high substrate, primary screen, biochemical, fluorescence intensity, high mannose 6-phosphate (AID 1220); 190,000 compounds, 0.66% hits; recombinant PMI enzyme, coupled fluorescence intensity; higher % means a stronger effect; inhibition, % at 20 µM, or IC50 in µM where a hit was titrated; Mannose-6-phosphate isomerase (Homo sapiens)
P. falciparum M17LAP – P. falciparum M17LAP inhibitors, primary screen, biochemical, fluorogenic H-Leu-NHMec substrate, 1536-well (AID 1619). Leucine aminopeptidase (Plasmodium falciparum (isolate 3D7)). 220,000 compounds, 0.38% hits. inhibition, % at 30 µM; hits with a dose series show IC50 in µM. recombinant M17LAP, H-Leu-NHMec fluorogenic kinetic assay; higher % means a stronger effect;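 active = compound inhibiting the enzyme by more than half at any dose during confirmatory dose-response retesting; inconclusive = strong single-dose inhibitors picked by rank but not retested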;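 also: plate controls were full reaction with DMSO carrier for no effect and no enzyme background for full effect; strong numbers were not always called active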
M1AAP inhibition – P. falciparum M1AAP inhibitors, biochemical, fluorogenic H-Leu-NHMec substrate, 1536-well (AID 1445); Aminopeptidase N (Plasmodium falciparum (isolate 3D7)); recombinant M1AAP, H-Leu-NHMec fluorogenic kinetic assay; higher % means a stronger effect; inhibition, % at 30 µM; hits with a dose series show IC50 in µM; 220,000 compounds, 0.42% hits;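 active = primary inhibition above the hit cutoff, then over 50% inhibition at one or more dose response concentrations, cut at about 23% in these data, passing the limit was not always enough; inconclusive = conflicting primary data, or primary hits not chosen for dose response; inactive = low primary inhibition, or under 50% at every dose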;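 also: plate controls were DMSO full reaction for no effect and no enzyme background for full effect; strong numbers were not always called active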
West Nile antiviral – West Nile virus antiviral activity, cell-based, CPE readout (AID 1621); 290,000 compounds, 0.02% hits; one-dose CPE inhibition, % at 10 µM; IC50 in µM for titrated hits; West Nile virus-infected cells, CPE inhibition; higher % means a stronger effect; in the data active = a potency from the dose series; inconclusive = CPE inhibition mostly from about 3.7% at the one dose, without a potency; inactive = the rest, 99 in 100 with CPE inhibition below about 2.2%; also: strong numbers were not always called active
UTI89 phage lysis – inhibition of K1F phage lysis, E. coli UTI89, bacterial capsule biogenesis inhibitors, alamar blue (AID 488966). inhibition, % at 100 µM, or IC50 in µM where a hit was titrated. E. coli UTI89 K1F phage lysis, alamar blue, 2 h; higher % means a stronger effect. 340,000 compounds, 0.02% hits;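 active = phage lysis inhibition, versus mean bacterial control, above a set limit; inconclusive = no clear call, values can overlap the other calls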;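 also: capsule biogenesis inhibitors block K1F phage lysis so surviving cells raise fluorescence; higher fluorescence means more inhibition of phage lysis; actives were called in the ten point dose series up to 300 µM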
T cell modulator – modulators of CD8 T cell-vesicle binding, primary screen, mouse 2C CD8+ T cells, flow cytometry | calls only at 7 µM | 330,000 compounds, 0.068% hits | 2C CD8+ T cell-vesicle binding; hits give low values | AID 2052, 2009;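 active = response, share of CD8 T cells binding vesicles, and their 90th percentile fluorescence all below set limits, cut at about 80% in these data, passing the limit was not always enough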
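System: murine 2C transgenic CD8+ T lymphocytes; also added: QL9-loaded Drosophila micro-vesicles; times: binding 1.5 h at 37 °C; measured by: flow cytometry, PE anti-B7-1 (FL2) versus Alexa647 anti-CD8 (FL8), PFA-fixed; control set: Peptide-free naked vesicles (low) and QL9 vesicles with 0.7% DMSO vehicle (high)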
human PMI inhibition – inhibitors of human PMI, primary screen, biochemical, fluorescence intensity, coupled assay (AID 1209); 190,000 compounds, 0.42% hits; one-dose inhibition, % at 20 µM; IC50 in µM for titrated hits; Mannose-6-phosphate isomerase (Homo sapiens); purified PMI enzyme, coupled fluorescence intensity; higher % means a stronger effect;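 also: plate controls were DMSO vehicle for no effect and wells lacking substrate for full effect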
T cell modulator vesicle-bound % – also measured in T cell modulator; calls as there; double positive events, %; measured here: CD8+ vesicle-bound cell fraction;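 binding gate set so that unloaded-vesicle control wells show 10% double positive cells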
Starred values were filed as active, the others as inactive; i = inactive; ? = inconclusive; / = no result given; + = active, no number; [ ] = dose if it differs, or a comment. Rule as the data show it, unless noted: active = inhibition above about 50%; inactive = the rest.

Start of the data: the first two entries, to show the layout:
SMILES	TNAP activation fold	RSV CPE inhibition	human PMI inhibitors	P. falciparum M17LAP	M1AAP inhibition	West Nile antiviral	UTI89 phage lysis	T cell modulator	T cell modulator vesicle-bound %	human PMI inhibition
COCCNC(=O)CSc1ccccc1C(=O)NC1CCSc2ccccc21 (stereo not drawn)	/	2.4%	/	/	/	-0.2%	0.1%	i	21	/
O=C(COC(=O)C1CC2C=CC1C2)NCc1ccc(F)cc1 (stereo not drawn)	1.1	1.7%	-10%	-4%	11%	-0.2%	0.2%	+	4.2*	2%

All compounds of this part, from the first entry:
SMILES	TNAP activation fold	RSV CPE inhibition	human PMI inhibitors	P. falciparum M17LAP	M1AAP inhibition	West Nile antiviral	UTI89 phage lysis	T cell modulator	T cell modulator vesicle-bound %	human PMI inhibition
COCCNC(=O)CSc1ccccc1C(=O)NC1CCSc2ccccc21 (stereo not drawn)	/	2.4%	/	/	/	-0.2%	0.1%	i	21	/
O=C(COC(=O)C1CC2C=CC1C2)NCc1ccc(F)cc1 (stereo not drawn)	1.1	1.7%	-10%	-4%	11%	-0.2%	0.2%	+	4.2*	2%
O=C1C(Cl)=C(N2CCCCCC2)C(=O)N1c1ccc(Cl)cc1	/	1.2%	/	/	/	-0.2%	0.2%	i	32	/
COc1ccc(NC(=O)c2sc(SC)nc2N)cc1	0.9	0.4%	4%	17%	5%	0.2%	5.1%	i	48	-1%
S=c1[nH]nc(-c2ccco2)n1/N=C/C=C/c1ccccc1	0.9	-0.2%	14%	-7%	4%	/	-0.3%	i	17	19%
CCOc1ccc(-n2c(C)c(C(C)=O)c3cc(OC(C)=O)ccc32)cc1	/	2.5%	/	/	/	-0.6%	0.2%	i	59	/
COc1cc(C(F)(F)F)nc2ccc(C#CCOC(=O)Nc3ccccc3)cc12	/	10.0%	/	5%	4%	0.3%	1.8%	i	30	/
CCOC(=O)c1ccc(NC(=O)NC2CC3CCC(C2)N3C(=S)NC)cc1 (stereo not drawn)	1.1	1.5%	10%	20%	3%	0.2%	0.0%	i	48	-3%
COc1ccc(CN2CC(C(=O)N3CC(C)CC(C)C3)CC2=O)cc1 (stereo not drawn)	/	2.1%	/	/	/	-0.2%	0.2%	i	22	/
COc1ccc(C(=O)N2CCCC(c3nc(-c4cc(OC)c(OC)c(OC)c4)no3)C2)cc1 (stereo not drawn)	1	0.7%	26%	10%	5%	0.5%	3.7%	i	28	15%
Cc1ccc(C(C#N)N2CCOCC2)cc1 (stereo not drawn)	1.1	/	-5%	7%	2%	0.4%	-0.6%	/	/	-3%
CCC(=O)NNc1nc2c(C)cc(C)cc2s1	2.6	0.9%	-3%	12%	-4%	-1.1%	-0.9%	i	5	-1%
COc1cccc(C(=O)Nc2ccccc2C(=O)NC2CC2)c1	/	1.1%	/	/	/	0.2%	1.2%[50 µM]	i	57	/
CC1CCN(C2=C(NS(=O)(=O)c3ccc(Br)cc3)C(=O)c3ccccc3C2=O)CC1	/	16%	/	/	/	0.6%	-0.1%	i	0	/
COc1ccc(CCNC(=O)c2ccc3nc[nH]c3c2)cc1	/	1.9%	/	/	/	-0.1%	0.0%	i	54	/
CCCCCC(C)NC(=S)NC(=O)c1cc(S(=O)(=O)N2CCOCC2)ccc1C (stereo not drawn)	1.2	18%	15%	5%	2%	-1.8%	0.9%	i	46	16%
Fc1cccc(Cl)c1Cn1ncc2ccccc21	/	2.1%	/	/	/	-0.4%	2.3%[50 µM]	i	33	/
CN(C)c1ccc(C2N(c3ccc(Cl)cc3)C(=O)C3CCCN32)cc1 (stereo not drawn)	0.8	-1.7%	3%	14%	7%	0.8%	5.5%	i	38	0%
CS(=O)(=O)N1CCC(Oc2ccccc2C(=O)NCCCc2cccnc2)CC1	1.1	-0.3%	3%	0%	-6%	0.0%	0.0%	i	8	2%
COc1ccc(C(=O)Nc2ccc(N3CCCCC3)cc2)cc1Br	1.2	1.3%	12%	1%	-3%	0.5%	3.4%	i	10	-2%
O=C(Nc1ccccc1)c1cc2ccccc2c(=O)s1	1.1	2.7%	2%	10%	11%	-0.8%	-0.8%[50 µM]	i	46	4%
Nc1nc(Cn2nnc(-c3ccccc3F)n2)nc(N2CCOCC2)n1	1	3.4%	6%	10%	9%	-0.2%	-1.9%	i	25	8%
Cc1ccc(NC(=O)CC(=O)c2ccccc2)cc1C	/	3.8%	/	/	/	-0.7%	1.6%	i	42	/
COc1ccc(Nc2nc(-c3ccccc3)nc3ccccc23)cc1	/	66%	/	/	/	-1.1%	0.5%	i	54	/
COc1cc(OC)cc(-n2nnnc2SCC(=O)NCc2ccc3c(c2)OCO3)c1	1.1	-0.9%	4%	-2%	2%	-0.7%	-0.3%	i	4	3%
COc1ccc(CNC(=S)N/N=C/c2ccc(OC)c(OC)c2)cc1	1.1	0.3%	5%	0%	13%	/	0.7%	i	36	9%
CCCN(CCC)C(=O)C1c2ccccc2Oc2ccccc21	1	-0.9%	11%	1%	7%	-0.5%	0.6%	i	47	12%
O=C(NCc1ccccc1)C(c1ccncc1)N(C(=O)c1csnn1)C1CC1 (stereo not drawn)	1	0.9%	-6%	0%	4%	0.2%	0.8%	i	3	-8%
Cc1ccc(C(=O)Cn2nnc3c(sc4nc5c(c(-c6ccccc6)c43)CCC5)c2=O)cc1	1	1.7%	11%	0%	4%	-0.2%	0.0%	i	19	3%
O=C1c2cccnc2C(Nc2ccc(S(=O)(=O)N3CCCCC3)cc2)N1Cc1ccccc1 (stereo not drawn)	1	1.7%	-4%	0%	4%	-0.4%	-0.5%	i	35	0%
O=C(O)c1ccc(COc2c(F)c(F)cc(F)c2F)cc1	1	0.0%	12%	7%	1%	1.1%	0.4%	i	26	13%
CCCn1c(NC(=O)C23CC4CC(CC(O)(C4)C2)C3)nc2ccccc21	1.2	1.5%	-16%	11%	7%	-1.3%	-0.1%	i	55	-10%
O=C(CCNC(=O)c1ccccc1Cl)N/N=C\c1ccc(O)cc1	/	-1.0%	/	2%	8%	0.3%	0.1%	i	43	/
CCCNC(=O)C(Cc1ccccc1)NS(=O)(=O)c1cccc2nsnc12 (stereo not drawn)	1.1	0.9%	10%	6%	0%	-0.2%	-0.1%	i	40	8%
Cc1nc(NC(=O)c2ccccc2)sc1-c1csc(NCc2ccccc2)n1	1	?	11%	-4%	19%	-0.1%	0.7%	i	18	16%
Cc1ccc(S(=O)(=O)Cc2cc(-c3ccc(Cl)cc3)no2)cc1	1.2	22%	-5%	-3%	5%	-0.8%	0.2%	i	18	-4%
O=C1CC(N2CCN(c3ccccc3Cl)CC2)C(=O)N1c1cccc(F)c1 (stereo not drawn)	1.1	0.4%	6%	-3%	15%	0.2%	0.6%	i	18	6%
Cc1ccc([N+](=O)[O-])cc1NC(=O)Nc1onc(C)c1C	/	1.4%	/	-8%	-4%	-1.3%	0.2%	i	47	/
COc1cc(CN(C)C)cc(C=O)c1O	1.1	0.0%	46%	/	/	0.6%	-2.7%	i	54	20%
O=C(/C=C/c1ccccc1)NC(=S)Nc1cccnc1	1	1.8%	-4%	-18%	1%	0.8%	-0.1%	i	8	-2%
O=C(O)c1ccc(N/N=C/c2ccc3ncccc3c2)cc1	1	2.3%	-125%	23%	15%	-0.1%	3.6%	i	47	-46%
Cc1ccc(Cn2c(C3CCCN3c3nc(-c4ccc(F)cc4)cs3)nc3cc(C(F)(F)F)ccc32)cc1 (stereo not drawn)	/	1.8%	/	/	/	-0.2%	-0.7%	i	20	/
O=C(OC(C(=O)NCC1CCCO1)c1ccc(F)cc1)c1cccs1 (stereo not drawn)	1	2.7%	-10%	15%	18%	0.2%	-1.4%	i	4	-8%
Cc1cc(C(=O)NNC(=O)NC(C)C)no1	/	0.8%	/	-3%	0%	0.1%	-0.8%	i	24	/
O=C(N/N=C/c1ccccc1F)c1cccc(NC(=O)c2ccccc2Cl)c1	/	3.2%	/	/	/	-0.7%	0.7%	i	34	/
CCOc1ccc2c(c1)C(C)=CC(C)(C)N2C(=O)Nc1ccccc1F	1.1	0.8%	48%	-13%	7%	-1.0%	0.1%	i	55	26%
CN=C(Nc1ccc(C(=O)OC)cc1)SC1CC(=O)N(c2ccccc2F)C1=O (stereo not drawn)	1.1	2.2%	21%	1%	7%	0.4%	-0.2%	i	57	16%
CC(=O)N(Cc1cc2cc(C)ccc2[nH]c1=O)c1cccc(C)c1C	/	4.4%	/	/	/	-0.6%	0.2%	i	24	/
O=C(COC(=O)c1ccccc1Nc1ccccc1)Nc1ccccc1	1.1	5.0%	8%	-2%	8%	-0.8%	-8.1%	i	52	10%
OC(COc1ccccc1)CN1CCOCC1 (stereo not drawn)	1.1	1.7%	-10%	-7%	-2%	-0.6%	0.1%	i	33	-1%
(cont.)
SMILES	TNAP activation fold	RSV CPE inhibition	human PMI inhibitors	P. falciparum M17LAP	M1AAP inhibition	West Nile antiviral	UTI89 phage lysis	T cell modulator	T cell modulator vesicle-bound %	human PMI inhibition
CCN(C/C=C/c1ccccc1OC)Cc1ccccc1	/	0.4%	/	/	/	-0.9%	1.4%	i	60	/
CCC(C)NC(=O)COC(=O)c1ccc(Cl)cc1O (stereo not drawn)	1.1	1.2%	-4%	2%	-4%	0.0%	0.3%	i	32	-3%
COc1cc(OC)c(C(=O)NCc2ccc3c(c2)OCO3)cc1OC	/	-1.3%	/	/	/	-1.7%	-0.2%	i	27	/
Cn1cc(CN2CCc3ccccc3C2)c2ccccc21	1.1	0.2%	-22%	-140%	-4%	0.0%	5.7%	i	11	-11%
CC(=O)c1cccc(CN(C)CC2CCCN(CCc3ccccc3C)C2)c1 (stereo not drawn)	/	-0.9%	/	/	/	-0.6%	0.7%	i	8	/
COc1ccc(/C=C(\NC(=O)c2ccco2)C(=O)NCc2ccco2)cc1	/	0.6%	/	/	/	-0.2%	0.5%	i	46	/
C=CCN(c1ccccc1Cl)S(=O)(=O)c1cc(C(=O)N2CCCC2)ccc1Cl	/	16%	/	7%	-2%	-1.2%	-0.7%[50 µM]	i	59	/
O=C(NC(=S)N(CCc1ccccc1)CCc1ccccc1)c1ccco1	1.1	2.2%	8%	3%	-7%	-1.3%	0.0%	i	45	9%
CC(C)n1nnnc1SCC(=O)NCCc1ccccc1	1.1	0.1%	1%	1%	-2%	0.5%	0.6%	i	14	0%
